Assay outcomes deposited in PubChem BioAssay by several laboratories.
Kir21 block = Kir2.1 (mouse) channel inhibition | P35561 | HEK293-Kir2.1, FluxOR thallium flux fluorescence; hits give low values | B-score at 10 µM | 310,000 tested, 0.85% active | AID 1672;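 active means fluorescence ratio B-score at or below minus 3 SD of library scores, with starting-brightness B-score within 2 SD, cut at about -4.2 in these data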;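 further: channel flux triggered by added potassium and thallium sulfate stimulus; B-score of peak minus minimum fluorescence over baseline after thallium stimulus; more negative B-score means stronger Kir2.1 block with less thallium influx; some compounds called inactive have numbers as strong as hits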
Target sequence (P35561 whole entry, looked up): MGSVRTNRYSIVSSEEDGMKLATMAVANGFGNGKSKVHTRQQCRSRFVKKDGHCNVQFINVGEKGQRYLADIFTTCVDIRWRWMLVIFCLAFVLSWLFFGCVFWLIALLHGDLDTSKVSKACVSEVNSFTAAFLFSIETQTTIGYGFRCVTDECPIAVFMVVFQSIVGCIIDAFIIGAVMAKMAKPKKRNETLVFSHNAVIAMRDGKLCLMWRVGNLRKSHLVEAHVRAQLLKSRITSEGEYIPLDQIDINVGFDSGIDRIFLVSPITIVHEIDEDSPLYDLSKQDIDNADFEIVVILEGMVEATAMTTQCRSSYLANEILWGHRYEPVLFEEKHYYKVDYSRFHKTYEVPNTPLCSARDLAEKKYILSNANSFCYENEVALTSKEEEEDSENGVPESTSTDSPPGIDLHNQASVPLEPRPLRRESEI
STK33 kinase inh = inhibitors of human STK33 kinase; Q9BYT3; purified STK33, MBP phosphorylation, ADP-Glo luminescence; inhibition, % at 10 µM; 320,000 tested, 0.073% active; AID 2661;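 active means inhibition at or above 25%, using the most active replicate where run in duplicate; inactive means inhibition below 25%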
Target sequence (Q9BYT3 whole entry, looked up): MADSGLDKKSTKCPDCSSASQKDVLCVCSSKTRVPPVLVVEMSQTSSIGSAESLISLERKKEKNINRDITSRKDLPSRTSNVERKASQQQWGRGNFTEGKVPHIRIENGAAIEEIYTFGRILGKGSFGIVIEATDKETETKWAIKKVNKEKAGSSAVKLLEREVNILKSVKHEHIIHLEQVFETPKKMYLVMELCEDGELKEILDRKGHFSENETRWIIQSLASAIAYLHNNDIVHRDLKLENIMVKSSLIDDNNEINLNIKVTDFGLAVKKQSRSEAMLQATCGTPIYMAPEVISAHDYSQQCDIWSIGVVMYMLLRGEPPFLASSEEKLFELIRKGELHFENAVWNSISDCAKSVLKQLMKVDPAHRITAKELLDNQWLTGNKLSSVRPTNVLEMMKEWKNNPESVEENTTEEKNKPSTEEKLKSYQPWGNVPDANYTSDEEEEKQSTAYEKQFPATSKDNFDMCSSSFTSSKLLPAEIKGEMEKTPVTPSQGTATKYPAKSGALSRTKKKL
* = called active by the depositor; nt = not tested or not shown.

SMILES | Kir21 block | STK33 kinase inh
O=C(O)C1C2C=CC(C2)C1C(=O)NCc1ccccc1F (stereo not given) | -0.77 | 0.1
CC1=C(C(=O)O)N2C(=O)C(NC(=O)c3nn(C)c(C)c3Cl)C2SC1 (stereo not given) | 0.64 | -1.7
COc1ccc(C)cc1S(=O)(=O)N(CC(=O)O)c1ccc(F)cc1 | -0.74 | 1.0
O=C(CSc1nnc(Nc2ccccc2F)s1)Nc1cccc(S(=O)(=O)N2CCCCC2)c1 | -1.2 | -0.8
O=C(C(c1ccccc1)c1ccccc1)N1CCN(CCN2C(=O)c3cccc4cccc(c34)C2=O)CC1 | -0.22 | -0.1
COc1ccc2ncc(S(=O)(=O)c3ccccc3)c(N3CCN(c4ccccc4)CC3)c2c1 | 0.56 | -4.1
CCCOc1ccc(-c2c(C(=O)N/N=C/c3ccncc3)nnn2-c2nonc2N)cc1 | -0.44 | -1.5
CCCCCN(C(=O)NC(=O)Nn1cnnc1)S(C)(=O)=O | 1.6 | -2.4
CCOC(=O)C(C)Sc1nc2c(c(=O)[nH]c(=O)n2C)n1C/C=C(/C)Cl (stereo not given) | -0.38 | 0.2
CC(C)(C)C(=O)NC1(C(F)(F)F)NC(=O)N(CCc2ccccc2)C1=O (stereo not given) | -0.08 | -0.4
Nc1c(C(=O)NCc2cccs2)nnn1CC(=O)Nc1cccc(Cl)c1 | 0.49 | -0.4
COc1ccccc1C(=O)NC(CCSC)C(=O)NCc1ccncc1 (stereo not given) | nt | 1.1
O=C(Cc1ccccc1)NC(=S)Nc1cccc(C(F)(F)F)c1 | -2.5 | 0.0
O=C1CCN(Cc2ccc(O)cc2)CCN1[C@H](CO)Cc1ccccc1 | -0.02 | -0.6
O=S(=O)(c1ccc2c(c1)OCCO2)N1CCNCC1 | 0.34 | 0.8
O=C(CSc1ncccn1)NCC1CCCO1 (stereo not given) | -0.91 | 0.1
O=C(Nc1ccc(N2CCN(C(=O)c3ccccc3)CC2)cc1)c1cccs1 | -0.53 | 0.3
O=C(CCCCCNC(=O)N1CCn2c1nc1ccccc12)N[C@H](Cc1ccccc1)C(=O)O | -1.7 | 1.3
Cc1ccc(C)c(NC(=O)C(Sc2ncnc3ccccc23)c2ccccc2)c1 (stereo not given) | -3.9 | nt
COc1ccc(NC(=S)NCc2ccc(S(N)(=O)=O)cc2)c(OC)c1 | -0.17 | -0.2

A different layout for some results above:
Kir21 block | STK33 kinase inh | SMILES
-0.44 | -1.5 | CCCOc1ccc(-c2c(C(=O)N/N=C/c3ccncc3)nnn2-c2nonc2N)cc1
1.6 | -2.4 | CCCCCN(C(=O)NC(=O)Nn1cnnc1)S(C)(=O)=O
-0.38 | 0.2 | CCOC(=O)C(C)Sc1nc2c(c(=O)[nH]c(=O)n2C)n1C/C=C(/C)Cl (stereo not given)
-0.08 | -0.4 | CC(C)(C)C(=O)NC1(C(F)(F)F)NC(=O)N(CCc2ccccc2)C1=O (stereo not given)
0.49 | -0.4 | Nc1c(C(=O)NCc2cccs2)nnn1CC(=O)Nc1cccc(Cl)c1
nt | 1.1 | COc1ccccc1C(=O)NC(CCSC)C(=O)NCc1ccncc1 (stereo not given)
-2.5 | 0.0 | O=C(Cc1ccccc1)NC(=S)Nc1cccc(C(F)(F)F)c1
-0.02 | -0.6 | O=C1CCN(Cc2ccc(O)cc2)CCN1[C@H](CO)Cc1ccccc1
0.34 | 0.8 | O=S(=O)(c1ccc2c(c1)OCCO2)N1CCNCC1
-0.91 | 0.1 | O=C(CSc1ncccn1)NCC1CCCO1 (stereo not given)
-0.53 | 0.3 | O=C(Nc1ccc(N2CCN(C(=O)c3ccccc3)CC2)cc1)c1cccs1
-1.7 | 1.3 | O=C(CCCCCNC(=O)N1CCn2c1nc1ccccc12)N[C@H](Cc1ccccc1)C(=O)O
-3.9 | nt | Cc1ccc(C)c(NC(=O)C(Sc2ncnc3ccccc23)c2ccccc2)c1 (stereo not given)
-0.17 | -0.2 | COc1ccc(NC(=S)NCc2ccc(S(N)(=O)=O)cc2)c(OC)c1

(list continues)
SMILES | Kir21 block | STK33 kinase inh
O=C(NCCc1ccccn1)c1ccc(OC2CCN(CCc3ccccc3)CC2)cc1 | 0 | -0.7
C=C(C)Cn1c(SCC)nc2ccccc2c1=O | -0.6 | -1.8
O=[N+]([O-])c1ccc(/C=N/n2cn[nH]c2=S)cc1 | -2.7 | -0.1
O=C(O)c1cc(-c2ccccc2)n[nH]1 | -0.58 | 3.0
O=C(CSc1n[nH]c(=O)n1-c1ccccc1)N1CCOCC1 | -0.14 | 2.3
COc1ccccc1-c1nnc(NC(=O)C(C)C)s1 | -1.3 | 0.1
COc1ccc(N2CCN(C(=O)CN(Cc3ccc(Cl)cc3)S(C)(=O)=O)CC2)cc1 | 0.64 | 0.8
Cc1ccc(S(=O)(=O)NCC(c2cccnc2)N(C)C)cc1 (stereo not given) | 0.08 | -0.2
COc1cc(OC)cc(N2CC(C)(C)C2=O)c1 | -0.48 | -2.6
Nc1cc(N)nc(CS)n1 | 0.67 | 1.9
Cc1nn(C(C)c2nc(-c3ccccc3)no2)c(C)c1[N+](=O)[O-] (stereo not given) | -1.5 | -0.5
Cc1ccc(N(C)C(=O)N2CCN(S(=O)(=O)c3ccc(C)c(C)c3)CC2)cc1 | -0.81 | -2.2
O=C(COc1ccccc1F)Nc1cc(S(=O)(=O)N2CCOCC2)ccc1N1CCOCC1 | 0.25 | -0.5
Cc1[nH]c2ccccc2c1C(=O)C(=O)Nc1ccc2c(c1)OCCO2 | 1 | -0.9
Cc1ccc(NC(=O)c2cc(-c3cc(Cl)ccc3O)n[nH]2)cc1C | -0.05 | 0.6
Cn1c(=O)n(C/C=C/c2ccccc2)c(=O)c2c1nc1n2CCCN1Cc1ccccc1 | -1 | -0.1
COc1ccc(N2CC(C(=O)Nc3cccnc3)CC2=O)cc1 (stereo not given) | 1.5 | -2.2
C=CCOc1ccc(Br)cc1CNCC | -0.05 | 0.4
Cn1c(SCC(=O)NC2CCCCC2)nnc1-c1ccccn1 | -1.8 | -0.4
CCOc1ccc(C(CC(=O)O)NC(=O)COc2ccccc2OC)cc1OC (stereo not given) | -1.6 | 0.2
COC(=O)C(Cc1ccc(O)cc1)NC(=O)c1ccccc1 (stereo not given) | 0.03 | 0.3
O=C1Nc2ccc(Br)cc2C12NNc1ccccc1O2 (stereo not given) | 0.09 | -0.5
CC(=O)c1cccc(NC(=O)NNC(=O)c2ccc(-c3ccccc3)cc2)c1 | -0.3 | -1.7
CC(=O)Nc1nc(CCN2C(=O)c3ccccc3C2=O)cs1 | 0.48 | 0.2
O=C(O)CC/C(=N\Nc1ccc(Cl)cc1)c1cccs1 | 1.8 | -0.6
Cn1cccc1C(=O)NNC(=O)COc1ccc(C#N)cc1 | nt | -0.9
COC(=O)c1ccc(NC(=O)Cc2ccc(F)cc2)cc1 | 0.13 | -0.6
Cc1ccc(S(=O)(=O)NCC(=O)N(CC(=O)NC2CCCCC2)CC2CCCO2)cc1 (stereo not given) | 0 | -1.0
CC(=O)C(=Nc1cccc(Cl)c1)NNc1ccccc1C | 0.11 | -0.5
CC(O)c1nc2ccccc2n1CC(=O)N1CCN(c2ccccc2)CC1 (stereo not given) | -0.06 | -0.6
Nn1cnc2cc3ccccc3cc2c1=O | 0.09 | -0.2
CCc1nnc(NC(=O)c2nc(Cl)ccc2Cl)s1 | 1.1 | -1.9
O=C(NCC(c1ccco1)N1CCN(c2ccc(F)cc2)CC1)C(=O)NC1CCCCC1 (stereo not given) | -1.1 | -2.4
NNC(=O)c1sc2cc(C(F)(F)F)cnc2c1-c1cccnc1 | 0.29 | -1.6
O=C(Cc1nn[nH]n1)NCCC1=CCCCC1 | 1.4 | -1.0
CC(C)(C)C(=O)C1=C(O)C(=O)N(Cc2ccccc2)C1c1ccccc1F (stereo not given) | 0.53 | -0.1
CS(=O)(=O)N1CCC(C(=O)Nc2ccc(Br)cc2F)CC1 | 1.6 | -0.5
O=C(NCCCN1CCCC1=O)c1cccc(S(=O)(=O)NCc2ccccc2)c1 | -0.28 | -1.8
OCCCNc1nnc(-c2ccccc2)c2ccccc12 | 1.1 | -0.2
Cc1cc(C)cc(NC(=O)N(CCC#N)Cc2cccs2)c1 | 0 | 0.0
O=C(NCCN1C(=O)S/C(=C\c2ccccc2F)C1=O)C1CCCN1C(=O)c1cccs1 (stereo not given) | 0.06 | -1.5
Nc1ccc2nc3c(=O)[nH]c(=S)[nH]c3nc2c1 | -14 | 0.1
CCC(C)NC(=O)CCC(=O)NNc1nc2ccccc2c2nc(C)nn12 (stereo not given) | -0.12 | -1.1
Cc1c(CC(=O)N2CCN(C(=O)C3COc4ccccc4O3)CC2)c(=O)oc2cc(O)ccc12 (stereo not given) | -0.41 | -1.9
COc1cc(/C=C2/C(=O)N(c3ccc(C(=O)O)cc3)N=C2C)cc(OC)c1O | 2.2 | 4.2
CC(NC(=O)COC(=O)C1CCN(S(=O)(=O)c2ccccc2C(F)(F)F)CC1)c1ccccc1 (stereo not given) | -2.2 | -0.6
COc1cccc2cc(C(=O)N3CCCc4ccccc43)oc12 | -0.73 | 0.0
Cc1cc(C)n(CC(=O)N/N=C/c2ccc(C)o2)n1 | 1.5 | 0.5
COc1cc(C(C#N)N2N=C(c3ccccc3)CC2c2ccccc2)ccc1O (stereo not given) | -0.52 | 0.2
CSc1ccccc1NC(=O)NCCCl | -0.9 | 3.1

(list continues)
SMILES | Kir21 block | STK33 kinase inh
C=CCNc1nc(-c2ccc(O)c(C(N)=O)c2)cs1 | 0.18 | 8.9
CC(C)c1nc(SCC(=O)Nc2cccc(C(=O)O)c2)c2c3c(sc2n1)CCCC3 | 2.7 | 2.5
COCCCNc1nc2ccccc2nc1NS(=O)(=O)c1ccc(OC)cc1 | 0 | -1.3
CC1CCN(S(=O)(=O)c2ccc(NC(=O)CN3CCN(c4ccccc4)CC3)cc2)CC1 | 0.32 | -1.6
Cc1ccccc1OCCNc1cc(N2CCN(CCO)CC2)ccc1[N+](=O)[O-] | -3 | -0.3
Cn1cc(-c2cccc(Cl)c2)cc(C#N)c1=O | -0.59 | -0.2
O=C1[C@@H]2Cc3ccccc3CN2C(=O)N1c1cccc(F)c1 | -0.14 | 0.2
Cc1ccccc1C(=O)NNC(=O)C1CCN(C(=O)Nc2ccccc2)CC1 | 1.6 | -1.1
COc1ccc(C2CC(=O)Oc3c(C(CCN4CCCC(C)C4)c4ccc(N(C)C)cc4)c(OC)cc(OC)c32)cc1 (stereo not given) | 0.53 | 0.7
CCOC(=O)c1sc2ccc(S(=O)(=O)N3CC(C)CC(C)C3)cc2c1N (stereo not given) | -1.6 | nt
O=C(Cn1cnc2ccccc21)N1CCN(S(=O)(=O)c2ccccc2)CC1 | -0.04 | -0.5
CC(C)OCCCN1CC(=O)N2C(c3ccccc3)c3[nH]c4ccccc4c3C[C@H]2C1=O (stereo not given in full) | -0.95 | 0.3
Cc1cccc(/N=C/c2c(O)c3ccccc3oc2=O)n1 | -0.9 | -2.7
COc1ccc(/C=C2\SC(=O)N(CCNC(=O)C3=COCCO3)C2=O)cc1 | 0.18 | -0.1
CCOc1ccc(C(=O)N2CCN(c3ncccn3)CC2)cc1 | 1.1 | -3.8
Cc1cc(C)c(S(=O)(=O)Nc2ccccc2C(=O)N2CCOCC2)c(C)c1 | -0.28 | 1.0
CCCCCCn1c(-c2cccs2)n[nH]c1=S | -1.3 | -0.1
CCOC(=O)C1CN(S(=O)(=O)c2cccs2)c2ccc(CC(=O)OC)cc2O1 (stereo not given) | -3 | -0.9
COCC(=O)N(Cc1ccc(OC)cc1)Cc1nc2ccccc2c(=O)[nH]1 | -0.11 | -1.9
O=C(CCCN1C(=O)c2cccc3cccc(c23)C1=O)NC1CCS(=O)(=O)C1 (stereo not given) | 0.49 | -0.3
O=C(c1ccc2c(c1)OCO2)C1CCCN(Cc2cccc(C(F)(F)F)c2)C1 (stereo not given) | -1.5 | 0.2
CCCC(=O)c1cn(CC(=O)OC)c2ccccc12 | 0.98 | -1.9
Cc1ccc(C)c(Cn2nnc3c(=O)[nH]c(C4CCN(C(=O)c5ccco5)CC4)nc32)c1 | -0.18 | -0.8
COC(=O)c1ccc(C(NC(=O)OCc2ccccc2)/C(F)=C/[C@@H](C)C(=O)O)cc1 (stereo not given in full) | -0.11 | -0.2
CCOc1ccccc1OCCCC(=O)N1CCN(S(=O)(=O)c2ccc(C)cc2)CC1 | -0.55 | 0.7
Cc1ccccc1-n1c(-c2ccc(Cl)cc2)cnc1SCC(=O)NC1CCS(=O)(=O)C1 (stereo not given) | -0.19 | -0.4
CC(=O)Nc1ccc(-c2cn3c(n2)SCC3)cc1 | 1 | 3.5
CCn1cc(C(=O)NCc2ccc(Cl)cc2)c(=O)c2cc(S(=O)(=O)N3CCOCC3)ccc21 | 0.47 | -0.2
O=C(CN1CCN(CC(=O)Nc2ccccc2C(F)(F)F)CC1)Nc1ccccc1F | 0.69 | -2.3
Cc1oc(C)c(S(=O)(=O)NCc2cccs2)c1C(=O)O | 1.7 | -1.1
COc1cccc(OC)c1C(=O)OCC(=O)NCc1ccco1 | nt | 0.4
COc1ccc(/C=C/C(=O)c2cc(F)ccc2OC(=O)c2ccc(OC)c(OC)c2)cc1OC | 1.8 | -0.1
Cc1ccc(/C=C/S(=O)(=O)NCC(=O)OCC(=O)Nc2c(F)cccc2F)cc1 | 0.05 | -0.9
CCC1(c2ccccc2)C(=O)N(C(=O)OC(C)(C)C)N1C(=O)OC(C)(C)C (stereo not given) | 0.72 | 0.3
CCCC(=O)NCC(c1cccs1)S(=O)(=O)c1ccc(C)cc1 (stereo not given) | -1.6 | -1.0
O=C(COC(=O)c1ccc(F)c(S(=O)(=O)N2CCOCC2)c1)NCc1ccc(Cl)cc1 | nt | -0.6
O=C(CN1C(=O)CSCC1=O)NCc1ccc(F)cc1 | 0.5 | -0.2
Cc1cc([N+](=O)[O-])cc([N+](=O)[O-])c1NCC(C)C | 0.86 | 1.8

Compounds were not picked by outcome. About 0.84% of those tested had a hit in this group.
